human PMI inhibitors: MPI inhibition at elevated mannose 6-phosphate – biochemical, fluorescence intensity, high mannose 6-phosphate, primary screen (AID 1220); recombinant PMI enzyme, coupled fluorescence intensity; higher % means a stronger effect; one-dose inhibition, % at 20 µM; IC50 in µM for titrated hits; 190,000 compounds, 0.66% hits
Salmonella PhoP GFP: inhibitors of PhoP regulon expression, primary screen, Salmonella Typhimurium, GFP reporter (AID 1863). S. Typhimurium PhoP-regulated promoter GFP reporter, 4 h; higher % means a stronger effect. inhibition, % at 50 µM; hits with a dose series show IC50 in µM. 300,000 compounds, 0.16% hits;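 active means inhibition over 29.93%, a cutoff 3 SD above the screen mean, later confirmed by dose response; inconclusive means inhibition over 29.93% but no dose response follow-up; inactive means inhibition at most 29.93% or unconfirmed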;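 further: 0% = low Mg2+ inducing control and 100% = high Mg2+ repressing control; strong numbers were not always called active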
WT yeast gro inh: growth inhibition of WT yeast, mitochondrial fusion screen; mitochondrial fusion phenotypic screen, WT strain; inhibition, % at 10 µM; 190,000 compounds, 2.1% hits; in the data active means inhibition above about 58%; tested in S. cerevisiae
Myeloid diff MLP: promotes myeloid progenitor differentiation | ER-HoxA9 myeloid progenitors, lysozyme-GFP differentiation, flow cytometry | calls only at 10 µM | 360,000 compounds, 1% hits;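 active means normalized GFP-positive differentiation at or above the plate's own cutoff, the solvent-only control mean plus 3 SD; inconclusive means no clear call, values can overlap the other calls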;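 further: cells exposed to compound for four days before flow analysis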
XIAP antagonists: XIAP antagonists, biochemical, IAP family, fluorescence polarization (AID 1018). XIAP BIR domain, fluorescence polarization peptide displacement; higher % means a stronger effect. displacement, % at 20 µM, or IC50 in µM where a hit was titrated. 200,000 compounds, 0.007% hits; in the data active means displacement above about 50%; further: a part of the inactive calls stands beside numbers as strong as those of hits
human PMI inhibition: inhibitors of human PMI, primary screen, biochemical, fluorescence intensity, coupled assay (AID 1209). 190,000 compounds, 0.42% hits. purified PMI enzyme, coupled fluorescence intensity; higher % means a stronger effect. inhibition, % at 20 µM; hits with a dose series show IC50 in µM;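 further: plate controls were DMSO vehicle for no effect and wells lacking substrate for full effect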
RSV CPE inhibition: RSV antiviral activity via CPE protection, HEp-2 cells, primary 10 µM value included (AID 2391) | HEp-2 cells, RSV-induced CPE inhibition; higher % means a stronger effect | CPE inhibition, % at 10 µM; hits with a dose series show IC50 in µM | 310,000 compounds, 0.13% hits; in the data active means a potency from the dose series; inconclusive means CPE inhibition mostly from about 23% at the one dose, without a potency; inactive means the rest, 99 in 100 with CPE inhibition below about 21%; further: strong numbers were not always called active
Siah-1 displacement: Siah-1 peptide-binding antagonists, primary screen, biochemical, fluorescence polarization, rhodamine-plectin, uHTS (AID 1817); Siah-1 / rhodamine-plectin peptide fluorescence polarization; higher % means a stronger effect; displacement, % at 20 µM, or IC50 in µM where a hit was titrated; 290,000 compounds, 0.02% hits;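 active means displacement of at least 50% at 20 µM, with a fluorescence ratio check between 0.3 and a set limit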;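 further: plate controls were Siah plus tracer with DMSO for no effect and tracer alone without Siah for full effect; strong numbers were not always called active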
TNAP activation fold: stimulation of alkaline phosphatase TNAP activity – biochemical, luminescent, no phosphate acceptor, uHTS, primary screen (AID 1001); purified TNAP, luminescent activation assay, no phosphate acceptor; higher activation fold means a stronger effect; one-dose activation fold at 20 µM; EC50 in µM for titrated hits; 200,000 compounds, 0.03% hits; in the data active means activation fold from about 3, or a potency from the dose series; inactive means the rest, 99 in 100 with activation fold below about 1.6; further: many of its hits are not listed in these tables
WT yeast gro inh mutant strain: second read-out of WT yeast gro inh, no call of its own (marks repeat the call); inhibition, %; mitochondrial fusion phenotypic screen, mutant strain inhibition
Myeloid diff MLP GFP+ MAC1+ %: second read-out of Myeloid diff MLP, no call of its own (marks repeat the call); GFP+ MAC1+ double positive, %; measured here: differentiation confirmed by MAC1 staining
Active calls of the source: *; i = inactive; ? = inconclusive; nt = not tested or not shown. Unless noted, no stated cut-off is given here; in the data, active means inhibition above about 50%; inactive means the rest.

canonical_smiles	human PMI inhibitors	Salmonella PhoP GFP	WT yeast gro inh	WT yeast gro inh mutant strain	Myeloid diff MLP	Myeloid diff MLP GFP+ MAC1+ %	XIAP antagonists	human PMI inhibition	RSV CPE inhibition	Siah-1 displacement	TNAP activation fold
Cc1cccc(C(=O)NC2CCCc3ccccc32)c1 (stereo unspecified)	-12%	3%	-2	-12	nt	nt	-3.7%	-1%	0.8%	14%	1.1
COC(=O)NNC(=S)Nc1cc(OC)ccc1OC	4%	16%	-9	-7	i	0.4	-3.9%	6%	3.0%	1%	1.2
COc1ccc(NC(=O)c2ccccc2Sc2ccc(NC(C)=O)nc2)cc1	9%	0%	3	15	i	1.8	-12%	7%	-0.1%	12%	1
Cn1nc(-c2ccccc2)c(C#N)c1Sc1cccc(Cl)c1	1%	-2%	44	17	i	2.3	-4.4%	6%	?	-5%	1.1
Cc1csc(Sc2ccc(C(=O)OCC(=O)Nc3ccc(OC(F)(F)F)cc3)cc2[N+](=O)[O-])n1	12%	3%	0	-4	i	1.3	-11%	26%	2.4%	2%	1.1
Cc1ccnc(NC(=O)c2c(O)c3ccccc3n(C)c2=O)c1	-2%	nt	nt	nt	nt	nt	-5.3%	-3%	nt	4%	1
CN(C)CCCNc1cc(-c2ccccc2)nc2cc(-c3cccc(F)c3)nn12	nt	0%	nt	nt	i	0.0	nt	nt	-1.3%	1%	nt
CCOC(=O)c1nn(-c2ccccc2C)c2nc(CC(C)C)c(C#N)c(=O)n12	1%	1%	1	-4	i	0.2	-2.4%	0%	7.5%	1%	1.1
CCOC(=O)c1ccc(-c2c(-c3cc(OC)c(OC)c(OC)c3)noc2C)cc1F	nt	8%	nt	nt	?	nt	nt	nt	3.2%	-1%	nt
CCOC(=O)/C=C/C(=O)OCC(=O)Nc1ccc(OC)c(Cl)c1	-1%	-6%	-18	5	i	0.3	-12%	13%	1.0%	-4%	1.1
COc1cccc(/C=C/C(=O)Nc2cccc(C(C)=O)c2)c1OC	9%	-13%	-4	19	i	1.3	-6.5%	8%	5.0%	-2%	1
CCc1nnc2sc(-c3ccc(NC(=O)c4ccco4)cc3)nn12	-1%	3%	-4	-6	i	0.6	-1.8%	-6%	2.0%	2%	0.9
CSc1nsc(SCC(=O)Nc2ccc(O)c(C(=O)O)c2)n1	nt	-10%	nt	nt	i	0.3	nt	nt	3.1%	0%	nt
CC(C)CC(C(=O)Nc1oc(-c2ccccc2)c(-c2ccccc2)c1C#N)N1C(=O)c2ccccc2C1=O (stereo unspecified)	11%	8%	-16	-9	i	0.3	-7.3%	3%	6.8%	-1%	1
CCOC(=O)C1(CCCc2ccccc2)CCN(C(=O)c2ocnc2C)CC1	4%	2%	-9	-6	i	0.8	-7.7%	8%	12%	4%	1.1
Cc1ccc(C)c(-c2cc(C(=O)Nc3cccnc3)c3ccccc3n2)c1	nt	3%	nt	nt	i	8.8	nt	nt	11%	0%	nt
CC1(c2ccc(OC(F)F)cc2)NC(=O)N(CC(=O)Nc2ccc(Cl)cc2F)C1=O (stereo unspecified)	nt	2%	nt	nt	i	0.0	nt	nt	14%	0%	nt
CNc1nc(N)nc(OC(C(F)(F)F)C(F)(F)F)n1	-8%	-4%	0	0	i	0.2	-9.3%	-12%	3.9%	3%	1.1
CC(C)c1ccccc1NS(=O)(=O)c1cccs1	nt	6%	nt	nt	i	1.9	nt	nt	3.3%	-1%	nt
COCCn1c(SCC(=O)NCc2ccco2)nnc1C(C)C	18%	4%	-1	0	i	0.7	-7.0%	10%	0.9%	5%	1
O=c1c(Cc2ccc(Cl)cc2)c(O)ccn1Cc1cccc(Cl)c1	17%	-1%	-13	-5	i	1.2	-6.1%	16%	-0.1%	25%	1.1
O=C(COc1ccc(=O)n(-c2ccccc2)n1)Nc1ccccc1	0%	-2%	-3	4	i	3.9	-6.1%	0%	1.1%	2%	1.1
O=C(Oc1ccc(OC(=O)c2ccco2)c(S(=O)(=O)c2ccc(Br)cc2)c1)c1ccco1	15%	-6%	10	17	i	0.7	-9.0%	18%	6.3%	-2%	1
COc1ccc(Cl)cc1N(C)C(=O)CCc1nc(-c2ccc(C)cc2)no1	17%	-12%	56	20	i	1.2	-14%	-2%	10%	1%	1.1
CC(=O)N1CCOc2ccc(S(=O)(=O)N3CC(C)CC(C)C3)cc21 (stereo unspecified)	nt	-9%	nt	nt	i	1.9	nt	nt	2.0%	14%	nt
O=C(Cc1ccc(Cl)cc1)Nc1ccccc1C(=O)N1CCCC1	nt	-7%	nt	nt	i	1.1	nt	nt	1.1%	0%	nt
O=C(CSc1nnc(CNC(=O)C23CC4CC(CC(C4)C2)C3)n1-c1ccc(F)cc1)Nc1ccccc1	7%	0%	-14	-11	i	0.4	-2.5%	11%	-0.5%	6%	1.1
COCCNC(=O)C(NC(=O)C1CCCCC1)C(C)C (stereo unspecified)	1%	0%	-14	26	i	0.1	0.5%	-2%	0.6%	-4%	1.1
Cc1cccc2nc(-c3cccnc3)c(Nc3ccccc3)n12	-18%	-1%	13	9	i	0.5	-5.9%	-24%	1.6%	-5%	0.9
O=C(NCCc1cnc[nH]1)c1ccc(-c2ccccc2)cc1	nt	16%	nt	nt	i	0.5	nt	nt	-0.7%	-5%	nt
Cc1cc2ncn(S(=O)(=O)N3CCCCC3)c2cc1C	16%	-8%	-11	-9	i	7.6	-8.5%	19%	1.6%	-4%	1
O=C(c1nc2ccccn2c1CNCCCn1cccn1)N1CCCC1	-1%	-5%	1	5	i	0.5	-1.1%	6%	0.7%	2%	1.2
Cc1cc(C)c2nc(N(CCN(C)C)C(=O)c3ccc4ccccc4c3)sc2c1	nt	7%	nt	nt	i	1.6	nt	nt	-2.9%	-3%	nt
Cc1cccc(-c2cc3nc(C)cc(N4CC(C)CC(C)C4)n3n2)c1 (stereo unspecified)	-1%	-1%	4	-5	i	0.8	-8.6%	2%	8.4%	-5%	1
CCN(CC)CCNC(C(=O)Nc1cc(C(F)(F)F)ccc1Cl)c1ccccc1 (stereo unspecified)	-26%	-6%	2	9	i	0.9	-3.6%	-21%	0.4%	6%	1.2
Cc1ccc(CN2CCN(/N=C/c3cccs3)CC2)cc1	9%	3%	19	-3	i	0.8	1.7%	2%	1.4%	7%	1.1
CCCC1=NN(C(=O)Cc2ccc([N+](=O)[O-])cc2)C(O)(C(F)(F)F)C1 (stereo unspecified)	-1%	7%	19	19	i	0.1	-1.3%	0%	0.0%	2%	1
CCOc1ccc(NS(=O)(=O)c2ccc(C(=O)N3CCCCC3)cc2)cc1	nt	3%	nt	nt	i	8.4	nt	nt	2.3%	-5%	nt
Cc1nc(C)c(C(=O)N2CCCC(CCC(=O)NCc3ccc(F)c(F)c3)C2)s1 (stereo unspecified)	4%	-3%	15	0	i	0.7	-2.1%	10%	1.0%	-2%	1.1
Clc1ccc(OCCCCN2CCCCC2)cc1	nt	14%	nt	nt	i	0.7	nt	nt	-0.6%	3%	nt
O=C(Nc1cc(=O)[nH]c2ncnn12)c1ccccc1	10%	-1%	5	11	nt	nt	-3.5%	11%	0.7%	3%	1
CCc1ccc(NC(=O)NNC(=O)c2ccc3ccccc3c2O)cc1	nt	1%	nt	nt	i	0.9	nt	nt	3.0%	-2%	nt
O=C(c1ccco1)N1CCN(C2CC(=O)N(c3ccc(C(F)(F)F)cc3)C2=O)CC1 (stereo unspecified)	nt	2%	nt	nt	i	0.8	nt	nt	0.4%	-3%	nt
Fc1ccc(-c2cc3nc(-c4ccccc4)cc(N4CCOCC4)n3n2)cc1	0%	3%	nt	nt	i	12	-2.4%	-3%	1.2%	2%	1.2
COc1ccccc1NS(=O)(=O)c1ccc(NC(=O)c2ccncc2)cc1	-3%	3%	4	9	i	0.3	-5.7%	-7%	9.2%	2%	1
CC(C)[C@H](N)c1nnc(SCc2ccc(Cl)cc2)o1	-1%	1%	-2	-1	i	2.5	-1.2%	5%	-0.4%	2%	1.1
COc1ccc(-n2c(-c3ccc(Br)cc3)c[n+]3c2CCCCC3)cc1	-8%	7%	16	11	i	0.3	-6.5%	-10%	-2.1%	2%	0.9
Cc1ccc(/C=C/C(=O)O)cc1S(=O)(=O)N1CCc2ccccc2C1	-7%	5%	2	22	i	0.7	-8.9%	-13%	1.8%	4%	1.1
COc1ccc(-c2nnc(SCc3cc(C)ccc3C)n2N)cc1	0%	4%	8	9	i	1.1	-10%	4%	3.8%	4%	1.1
OCC[C@@H]1C[C@H](O)[C@@H](O)[C@]2(Cc3ccccc3O2)O1	nt	-6%	nt	nt	i	1.3	nt	nt	2.1%	-3%	nt
CCn1c(SCc2ccc(C(=O)Nc3cc(C)cc(C)c3)cc2)nnc1-c1ccncc1	18%	9%	-1	1	i	1.2	-12%	17%	2.1%	4%	1.3
Cc1ccc(NC(=O)CN2CCCC2)cc1Br	nt	-5%	nt	nt	i	0.7	nt	nt	-3.1%	2%	nt
CSc1ccccc1OCc1cc(C(=O)N(Cc2nccn2C)C(C)C)no1	nt	5%	nt	nt	i	0.7	nt	nt	0.7%	7%	nt
COc1ccc(CNC(=O)CN2C(=O)C3CCCN3c3ncc(Cl)cc32)cc1 (stereo unspecified)	-8%	5%	-3	-1	i	1.9	-22%	6%	0.3%	4%	1.3
CN(CC(=O)Nc1ccc(Cl)cc1)S(=O)(=O)c1ccc2c(c1)n(C)c(=O)c(=O)n2C	nt	-2%	nt	nt	i	0.3	nt	nt	2.6%	-1%	nt
Cc1nn(-c2nc3ccccc3[nH]2)c(=O)c2ccccc12	4%	2%	91*	88*	i	0.0	-4.2%	7%	-3.0%	5%	1.5
COc1ccc(OC)c(N(CC(=O)NCCSCc2ccc(C)cc2)S(C)(=O)=O)c1	nt	-5%	nt	nt	i	0.5	nt	nt	13%	-2%	nt
OCCNCc1cc(Br)ccc1OCc1ccc(Cl)cc1	3%	9%	3	7	i	0.4	-7.4%	11%	-0.7%	2%	1.1
CCc1ccc(C(C(=O)NC(C)(C)CC)N(Cc2ccco2)C(=O)Cn2nnc3ccccc32)cc1 (stereo unspecified)	11%	1%	11	-1	i	0.9	-23%	1%	0.6%	-6%	1
O=C(CCn1c(=O)[nH]c2ccsc2c1=O)N1CCN(Cc2ccc3c(c2)OCO3)CC1	5%	-11%	11	25	i	2.3	-0.9%	6%	1.3%	13%	1.1

Outcome played no part in choosing rows; overall some 3.1% were active at least once.
